LDHA inh – blocks human lactate dehydrogenase A | purified LDHA, NADH/diaphorase-resazurin fluorescence; active compounds read low | AID 1347041 | activity change, % (values are at about 110 or 230 µM) | P00338 | 480,000 tested, 0.15% active; in the data active = activity change below about -30%; inconclusive = mostly about -25% to -30%;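 also: plate controls were DMSO wells for no effect and wells without enzyme for full effect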
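Human LDH5 (2 nM) was incubated with 0.06 mM NADH and 0.2 mM pyruvate for 5 min at room temperature in Tris pH 7.4. Remaining NADH was coupled through diaphorase/resazurin, and resorufin fluorescence was read at 0 and 20 min.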
Starred values were filed as active, the others as inactive; ? = inconclusive. The list is partial; count on the stated rates, not on these rows.

SMILES | LDHA inh
CCc1c(C)nc2ncnn2c1Sc1ccc(NC(=O)c2ccc(OC)c(OC)c2)cc1 | -3
Cc1cc(CSc2ncccc2C(=O)Nc2ccnn2Cc2cccnc2)no1 | 3
Cc1ccc(-c2cc(C(=O)NC(C)C3CC3)c3ccccc3n2)o1 (configuration not stated) | 7
O=C(CSc1nnc(-c2ccc(Cl)cc2)n1Cc1ccco1)N1CCOC1=O | 0
Cc1ccc(OCCNC(C)C)cc1 | 1
O=C(CC1CCCO1)NC(c1ccccc1)C1CC1 (configuration not stated) | 4
CCN(C(=O)Cn1nc(Cc2ccncc2)c2ccccc2c1=O)c1cc(Cl)ccc1OC | 5
COc1ccc(NC(=O)Nc2c(NC3CCCCC3)c3ccccc3oc2=O)cc1 | -2
CCCOc1ccc(S(=O)(=O)NCCO)cc1 | 0
COc1cc(CNC(=O)CC2Sc3ccccc3NC2=O)ccn1 (configuration not stated) | -7
O=C(c1cc(-c2ccccc2)on1)N1CCSCC1 | 4
CCOC(=O)c1c(NC(=O)CN2CCC(C)CC2)sc2c1CC(C)(C)OC2 | 7
COc1ccccc1CNc1nc2ccccc2nc1NS(=O)(=O)c1cccc2nsnc12 | ?
COc1cc(C2CC(=O)N3CN(c4ccc(C)c(Cl)c4)CSC3=C2C#N)ccc1O (configuration not stated) | 59
CC1(C)O[C@H]2[C@@H](O1)[C@@H](C(=O)Oc1ccc3ccccc3c1)O[C@@H]1OC(C)(C)O[C@@H]12 | -1

4 entries drawn at random from the list so far, as already listed:
SMILES | LDHA inh
CCN(C(=O)Cn1nc(Cc2ccncc2)c2ccccc2c1=O)c1cc(Cl)ccc1OC | 5
O=C(CC1CCCO1)NC(c1ccccc1)C1CC1 (configuration not stated) | 4
COc1ccc(NC(=O)Nc2c(NC3CCCCC3)c3ccccc3oc2=O)cc1 | -2
CCOC(=O)c1c(NC(=O)CN2CCC(C)CC2)sc2c1CC(C)(C)OC2 | 7

More compounds follow.
SMILES | LDHA inh
CCOC(=O)C(NC(=O)CC)(Nc1ccccc1F)C(F)(F)F (configuration not stated) | -1
O=C(Nc1ccc(F)c(F)c1F)c1n[nH]c(=O)c2ccccc12 | 4
Cn1c(=O)[nH]c(=O)c2c1nc(N1CCC(C(N)=O)CC1)n2CCCc1ccccc1 | 3
Cc1nn(C)cc1CN(C)C(=O)CCn1nc(C(F)(F)F)c(Br)c1C | 1
CC(c1cccs1)N(C)S(=O)(=O)c1cc(C(=O)O)cs1 (configuration not stated) | -4
Cc1ccc(C)c(NC(=O)c2n[nH]c(=O)c3ccccc23)c1 | 0
Cc1ccc(Nc2nc(-c3ccccc3)cs2)cc1 | 4
CCOC(=O)CN1C(=O)C(O)(CC(=O)c2cccnc2)c2ccccc21 (configuration not stated) | 9
COc1cccc(Cn2nnc3c(=O)[nH]c(C4CCN(C(=O)c5ccccc5)CC4)nc32)c1 | 1
O=C(O)CNS(=O)(=O)c1cc(C(=O)O)ccc1Cl | 6
COc1cc(S(=O)(=O)NCc2ccco2)ccc1NC(C)=O | -2
COc1cccc(C(=O)Nc2c(NCC3CCCCC3)c3ccccc3oc2=O)c1 | 5
O=C(N/N=C1\CC2CCC1C2)c1sc2ccccc2c1Cl (configuration not stated) | -1
CC1(C)CC(=O)C2=C(C1)OC(N)=C(C#N)C2c1ccc(Cl)cc1 (configuration not stated) | 5
CC(C)NCCOCCOc1ccccc1 | 4
FC(F)(F)c1cnc(Sc2nnc(C3CC3)n2-c2ccccc2)c(Cl)c1 | 0
O=S(=O)(NC(c1ccccc1)c1ccccn1)c1cccs1 (configuration not stated) | 34
COc1ccc(OCC(=O)Nc2ccc(-c3nc4ccccc4o3)cc2)cc1 | 0
Clc1ccc(CSc2nc3ncccc3[nH]2)cc1Cl | -10
Cc1ccc(NC(=O)C2CC3CCCC(C2)C3=O)cc1 (configuration not stated) | -13
COC/C=C/c1cc(F)c(S(=O)(=O)N2CCN(S(=O)(=O)c3ccc4c(c3)OCCO4)CC2)cc1F | -3
Cc1ccc(NC(=O)CN(C)C(=O)c2nn(-c3ccccc3)c3c2CCC3)cc1 | -1
COc1ccc(CNC(=O)c2nc(-c3cccc4[nH]ccc34)no2)cc1OC | -1
N#C/C(=C/c1ccc(-c2ccccc2)cc1)C(=O)c1ccsc1 | -4
c1ccc2[nH]c(-c3ccc4c(c3)CCCC4)cc2c1 | 8
Cc1ccc2oc(=O)cc(CN3CCN(CCc4ccncc4)CC3)c2c1 | -9
Cc1ccc(C)c(NC(=O)C2CCCN2c2ncnc3ccccc23)c1 (configuration not stated) | -12
CC(C)(C)C(=O)Nc1cccc(C(=O)Oc2ccccc2C#N)c1 | -25
CCc1nnsc1C(=O)NC(C)c1ccc(OC2CCCC2)c(OC)c1 (configuration not stated) | 6
N#Cc1ncn(CC(=O)Nc2ccc(Br)cc2Cl)n1 | -13
Cc1cc(NC(=O)NCC(c2cccs2)N2CCOCC2)no1 (configuration not stated) | -2
COc1ccc(Nc2ncnc3scc(-c4ccc(F)cc4)c23)cc1Cl | 8
Cc1cc(C(=O)Nc2ccccc2C#N)cs1 | 11
CC(C)n1nc(C(=O)NCCCC(=O)O)c2ccccc2c1=O | -1
O=C(NCCN1CCN(C(=O)c2cc(Cl)cc(Cl)c2)CC1)c1cc(Cl)cc(Cl)c1 | 0
O=C(Nc1ccc(Nc2ccccc2)cc1)c1cc[n+]([O-])cc1 | 11
Cc1cc(Cl)ccc1OCC(=O)NCc1ccc(-c2nc3ncccc3o2)cc1 | 4
CCCNC(=O)c1ccc(-c2nc(CS(=O)(=O)c3ccccc3)c(C)o2)cc1 | 10
O=C(O)/C=C/c1nccs1 | 10
CC(=O)Nc1ccc(SCC(=O)N(Cc2nc3ccccc3c(=O)[nH]2)CC2CCCO2)cc1 (configuration not stated) | 5
O=[N+]([O-])c1ccc(/C=C/c2ccccc2)cc1 | 3
CC(C)CC(NC(=O)C1CC1)C(=O)N(C)C (configuration not stated) | -9
Cc1c(C(=O)N2CCC(c3nc4ccccc4o3)CC2)oc2ccc(F)cc12 | -3
Cc1ccc2c(C)c(CCC(=O)NC34CC5CC(CC(C5)C3)C4)c(=O)oc2c1 | 12
CCOc1ccc(-n2cc(-c3ccccc3)c3c(NCC4CCCO4)ncnc32)cc1 (configuration not stated) | 14
CC(C)n1nccc1N(CC(=O)Nc1ccc(C#N)cc1)S(=O)(=O)c1ccccc1 | 12
Cc1ccc(C2CC(=O)Nc3cc4c(cc32)OCO4)cc1Br (configuration not stated) | 7
CCN1CC(C)C(=O)CC1C (configuration not stated) | -7
CCn1c(=O)n(CC)c2cc(N3CCCCC3)c(NC(=O)Nc3cc(OC)ccc3OC)cc21 | 5
COc1ccc(C(=O)Nc2cnc3sc4c(n3c2=O)CCC(C(C)(C)C)C4)cc1 (configuration not stated) | 1
CCOC(=O)c1c(C)n(CC)c2ccc(OC)cc12 | -20
Cc1cccc(-c2nc(SCc3noc(CCC(=O)Nc4ccc5ccccc5c4)n3)n[nH]2)c1 | 5
Cc1[nH]c(=O)[nH]c(=O)c1S(=O)(=O)Nc1ccc(Cl)c(Cl)c1 | 1
CC(C)C(=O)NCC(=O)O | 1
Fc1ccccc1N1CCN(Cc2ncc(-c3ccc(Cl)cc3)o2)CC1 | -14
COC(=O)C1=C(C(=O)c2ccc(C)cc2)C(c2ccc(C(C)C)cc2)n2nnnc2N1 (configuration not stated) | 8
O=C(Nc1cccc2[nH]ccc12)C(=O)N1CCCCC1 | 0
COc1ccc(-c2cn3cccnc3n2)cc1NS(=O)(=O)c1ccc(C)cc1 | 11
O=C(NCCc1cccc(Cl)c1)Nc1ccc(Cl)cc1F | 1
O=C(NC1CCCC1)c1cc(-c2ccncc2)nc2ccccc12 | 17

Later entries:
SMILES | LDHA inh
N#CC1=C(N)OC2=C(C(=O)CC(c3ccc(Cl)cc3)C2)C1c1ccc(Cl)c(Cl)c1 (configuration not stated) | -23
Cc1ccc(-n2ncc3c2NC(=O)CC32C(=O)Nc3ccccc32)c(C)c1 (configuration not stated) | 2
Cc1ccc(O)c(C(=O)C/C(=N/O)C(F)(F)C(F)F)c1 | 0
Cc1cccc(/C=C/c2ccc3c([N+](=O)[O-])cccc3n2)c1 | -1
O=C(CCC1CCCC1)Nc1nc(-c2ccc(F)cc2)cs1 | 5
CCOc1ccc(NC(=O)CC2C(=O)Nc3ccccc3N2C(=O)c2ccc(C(C)(C)C)cc2)cc1 (configuration not stated) | 5
COc1ccc(NC(=O)N2CCN(c3nc4ccccc4n3Cc3ccccc3)CC2)c(OC)c1 | -2
Cc1cc(SCC(=O)NN2C(=O)NC3(CCCCC3)C2=O)nc2ccccc12 | 11
CCCCCCc1cc2c(-c3ccccc3)cc(=O)oc2cc1O | 11
CCN(CC)c1ccc(NC(=O)CCc2c[nH]c3ccccc23)cc1 | 1
Cc1c(CC(=O)O)c(=O)oc2cc(OCc3ccc4ccccc4c3)ccc12 | -13
Cc1ccc2c(C(=O)O)cc(-c3cccs3)nc2c1C | -14
CCn1c(=O)[nH]c(=O)c2c(C(=O)O)cc(C3CC3)nc21 | 0
CN(C)C(=O)/C=C/c1csc(-c2ccc(F)cc2)n1 | -7
C/C(=N\O)C1=CC(C)(C)CCC1 | -4
COCCNc1nc(-c2ccccc2)c2cc(Br)ccc2n1 | 22
COc1cccc(/C=C/C(=O)Oc2ccc(Br)cc2)c1 | -5
COc1cc(/C=C(/C#N)c2ccc(Cl)cc2)ccc1OC(C)C | 3
Cc1ccc(C(=O)Nc2ccccc2NS(=O)(=O)c2cccs2)cc1[N+](=O)[O-] | 45
CN(Cc1ccc(C(F)(F)F)cc1)C(=O)CCn1cnc2c1c(=O)n(C)c(=O)n2C | 1
COC(=O)/C(C#N)=C\c1cccc(Oc2ccc(Cl)cc2)c1 | 13
CC(C)(C)C(=O)COC(=O)c1cc(S(N)(=O)=O)ccc1Br | -2
CCc1ccc(OCC(=O)Nc2ccc3oc(-c4ccccc4)nc3c2)c(-n2cnnc2)c1 | -1
Cc1ccc(C(=O)OCC(=O)c2ccccc2)s1 | 9
O=C(O)CCC(=O)N1N=C(c2ccsc2)CC1c1ccccc1 (configuration not stated) | -4
Cc1ccc2nc(C)c(C(=O)NC3CCN(Cc4ccccc4)CC3)cc2c1 | -1
COc1cc2c(cc1C=O)OCCCO2 | 2
CCOC1CCN(C(=O)c2ccccc2-c2ncc(-c3ccc(C)cc3)o2)CC1 | 2
N#CC(Cc1ccccc1CO)c1nc2ccccc2s1 (configuration not stated) | 4
Cc1ccc(C(=O)CSc2ncc(C(F)(F)F)cc2Cl)cc1 | 11
CC(C)(C)c1cc(Sc2c(Cl)c(Cl)nc(Cl)c2Cl)cc(C(C)(C)C)c1O | -2
CC(C)(C)c1ccc(-c2nnc(SCC(=O)N3CCCC3)n2C2CCCC2)cc1 | -2
Cc1cc2n(n1)CC(CNCc1cccnc1N1CCCCC1)CN2 (configuration not stated) | 6
O=C(CSc1nc(-c2ccccc2)cs1)C12CC3CC(CC(C3)C1)C2 | -4
CCCCOC(=O)c1ccc(NC(=O)c2cc(=O)c3ccc(C)c(C)c3o2)cc1 | -7
COc1cc(OC)cc(C(=O)Nc2ccc3nc(N4CCCC4)sc3c2)c1 | 6
Cc1ccccc1-c1nc(CSc2nc(C)c(CCO)c(=O)[nH]2)c(C)o1 | 4
Cc1oc(-c2cccs2)nc1C(=O)N1CCCCC1 | -6
CCOc1ccccc1C(=O)NC12CC3CC(CC(C3)C1)C2 | 10
COc1ccc(CNC(=O)c2cc(C)nc3onc(C)c23)cc1 | 3
O=[S+]([O-])(c1ccc2ncsc2c1)N1CCN([S+](=O)([O-])c2c(F)cccc2F)CC1 | 1
CCn1c(SCC(=O)NCc2ccc(C)cc2)nnc1-c1cccs1 | 29
COc1ccc(Cn2nc(C(=O)O)c3ccccc3c2=O)cc1 | 4
Cn1c(=O)c2c(nc(NCc3ccco3)n2Cc2ccccc2)n(C)c1=O | 1
CC(C)c1cccc(C(C)C)c1NC(=O)c1ccccc1Sc1ccccc1C#N | 5
COC(=O)CNC(=O)Cn1ccc2cc(OCc3ccccc3)ccc21 | 7
COc1cc(CCC(=O)N(CC#N)C2CC2)cc(OC)c1 | 8
CCN(C(=O)c1cccs1)C1CC1 | 3
C=CCNc1nc(-c2ccc(NC(C)=O)cc2F)cs1 | -1
COc1ccc2ncnc(NCc3cccs3)c2c1-c1ccc2c(c1)OCO2 | 2
CC(=O)N(c1cccc(C)c1)c1nc(COc2ccccc2C(N)=O)cs1 | -13
Cc1ccc(C(=O)O/N=C(\c2ccccc2)c2ccccn2)cc1 | 40

By substructure, those above containing an aryl thioether with sulfur outside any ring
SMILES | LDHA inh
CCc1c(C)nc2ncnn2c1Sc1ccc(NC(=O)c2ccc(OC)c(OC)c2)cc1 | -3
Cc1cc(CSc2ncccc2C(=O)Nc2ccnn2Cc2cccnc2)no1 | 3
O=C(CSc1nnc(-c2ccc(Cl)cc2)n1Cc1ccco1)N1CCOC1=O | 0
FC(F)(F)c1cnc(Sc2nnc(C3CC3)n2-c2ccccc2)c(Cl)c1 | 0
Clc1ccc(CSc2nc3ncccc3[nH]2)cc1Cl | -10
CC(=O)Nc1ccc(SCC(=O)N(Cc2nc3ccccc3c(=O)[nH]2)CC2CCCO2)cc1 (configuration not stated) | 5
Cc1cccc(-c2nc(SCc3noc(CCC(=O)Nc4ccc5ccccc5c4)n3)n[nH]2)c1 | 5
Cc1cc(SCC(=O)NN2C(=O)NC3(CCCCC3)C2=O)nc2ccccc12 | 11
Cc1ccc(C(=O)CSc2ncc(C(F)(F)F)cc2Cl)cc1 | 11
CC(C)(C)c1cc(Sc2c(Cl)c(Cl)nc(Cl)c2Cl)cc(C(C)(C)C)c1O | -2
CC(C)(C)c1ccc(-c2nnc(SCC(=O)N3CCCC3)n2C2CCCC2)cc1 | -2
O=C(CSc1nc(-c2ccccc2)cs1)C12CC3CC(CC(C3)C1)C2 | -4
Cc1ccccc1-c1nc(CSc2nc(C)c(CCO)c(=O)[nH]2)c(C)o1 | 4
CCn1c(SCC(=O)NCc2ccc(C)cc2)nnc1-c1cccs1 | 29
CC(C)c1cccc(C(C)C)c1NC(=O)c1ccccc1Sc1ccccc1C#N | 5
